Bioassay records: PubChem BioAssay, Broad Institute
NSD2 HMT inh: inhibitors of human histone methyltransferase NSD2 | NSD2 peptide methylation, AlphaScreen, 120 min | inhibition, % at 12.5 µM | 310,000 compounds, 0.54% hits | AID 743445; in the data active = inhibition above about 50%
* marks the source's active call; other numbers are inactive results. These rows are one share of the data (hit frequency here may not be typical).

SMILES	NSD2 HMT inh
O=[N+]([O-])c1cccnc1Oc1cc(Cl)c(Cl)cc1Cl	-0.9
Cc1ccc(C(O)c2ncc(-c3ccc(Cl)cc3)[nH]2)cc1F (stereo not drawn)	4.6
COc1ccc(C(=O)O)cc1S(=O)(=O)Nc1cc(S(=O)(=O)Nc2ccc(C)c(Cl)c2)ccc1Cl	2.2
C=CCNc1nc2cc(-c3ccccc3OC)sc2c(=O)n1C	1.9
CC(C)NC(=O)c1cc(C2CCCCN2S(=O)(=O)c2ccc(F)cc2F)on1 (stereo not drawn)	-1.1
Cc1ccc(CN2CCNC(=O)C2CC(=O)NCCCn2nnc3ccccc32)cc1 (stereo not drawn)	1.5
COc1ccccc1C(NC(=O)C1CCN(CCOc2ccccc2)CC1)c1ccccn1 (stereo not drawn)	0.2
COc1ccc(N2CCN(CCCNC(=O)CCc3ccc(F)cc3)CC2)cc1	4.6
CC(=O)c1cccc(-c2ccnc3c2CC(C(=O)NCC2CCOCC2)O3)c1 (stereo not drawn)	-0.8
COCCNc1ncnc2c1ncn2[C@H]1CN(Cc2cc(OC)c(OC)c(OC)c2)C[C@@H](CO)O1	-0.7
COc1ccc(-n2c(SCC(=O)Nc3ccc4c(c3)OCO4)nc3sc4c(c3c2=O)CCCC4)cc1	-0.9
O=C1OC(c2cccs2)Sc2ccccc21 (stereo not drawn)	-4.3
CCN(CC)c1ccc(C=Nn2c(C)nnc2C)cc1	0.4
CC(N)c1csc(Nc2cc(Oc3ccccc3)ncn2)n1 (stereo not drawn)	1.3
CCN1CCN(c2ccc(S(=O)(=O)N3CCOCC3)cc2NC(=O)c2cc(F)c(F)c(F)c2F)CC1	-0.5
Cc1ccc(S(=O)(=O)NNC(=O)C23CCC(CC2)C3)cc1	-3.4
CC1(C)NC(=O)N(CC(=O)Nc2ccc(-c3ccccc3)cc2)C1=O	-0.3
Cc1cc(N=Cc2c(O)n(-c3ccc(C)c(C)c3)c(=O)c3ccccc23)no1	0.4
O=C(O)CSC1CC(=O)N(c2ccc(F)cc2)C1=O (stereo not drawn)	-0.6
CN(Cc1ccccc1C(F)(F)F)C(=O)C1CCC(=O)N(CC2CCCCC2)C1 (stereo not drawn)	-1.6
Cc1noc(C)c1S(=O)(=O)N1CCCc2nc(-c3ccc(Br)cc3)ccc21	-1.8
COC(=O)c1ccc(CNC(=O)COC(=O)CNS(=O)(=O)c2ccc(C)cc2)cc1	-0.7
O=C(O)CC(C(=O)O)C(=Cc1ccccc1)c1ccccc1 (stereo not drawn)	-0.2
O=C(Nc1ccc(F)cc1F)C1CCN(c2nnc(-n3cccc3)s2)CC1	-1.7
CCN(CC)CCNC(=O)c1ccc(NC(=O)c2ccc(-n3cncn3)c([N+](=O)[O-])c2)cc1	26.2

Continued; the last four above are carried over.
SMILES	NSD2 HMT inh
COC(=O)c1ccc(CNC(=O)COC(=O)CNS(=O)(=O)c2ccc(C)cc2)cc1	-0.7
O=C(O)CC(C(=O)O)C(=Cc1ccccc1)c1ccccc1 (stereo not drawn)	-0.2
O=C(Nc1ccc(F)cc1F)C1CCN(c2nnc(-n3cccc3)s2)CC1	-1.7
CCN(CC)CCNC(=O)c1ccc(NC(=O)c2ccc(-n3cncn3)c([N+](=O)[O-])c2)cc1	26.2
COCCNc1nc(Nc2ccc(C)cc2C)c2sc(-c3ccccc3)cc2n1	10.9
CN(C(=O)c1cc(COc2ccc(F)cc2Cl)on1)C1CCOC1 (stereo not drawn)	2.2
CC1(C(=O)O)CCN1C(=O)/C=C/c1ccccc1 (stereo not drawn)	-0.9
Nc1cc(=O)n(Cc2ccccc2)c(N)c1C(=O)NCc1ccccc1	0.3
CCN(CC)CCCNC(=O)CSc1nnc(-c2ccncc2)n1-c1ccc(OC)cc1	25.2
O=C(NCC1COc2ccccc2O1)c1ccc(NC(=O)c2cccc(F)c2F)cc1 (stereo not drawn)	-5.0
O=C(COC(=O)c1ccc2ccccc2c1)NCc1ccccc1	-2.1
CCCCN(C)c1c(C)nc2ccc(C(=O)N3CCN(C(C)=O)CC3)cn12	-2.1
CC(=O)OC[C@@H]1CN(Cc2cccc(C(F)(F)F)c2)C[C@H](n2cnc3c(N4CCOCC4)ncnc32)O1	9.6
CCN(CC)S(=O)(=O)c1ccc(C(=O)NCC(=O)NCc2ccc3c(c2)OCO3)cc1	-5.1
CCOc1ccccc1NC(=O)COC(=O)COc1cccc2c1OC(C)(C)C2	-1.0
CCOC(=O)C1CCCN(C(=O)c2ccc3c(c2)CCO3)CC1 (stereo not drawn)	-1.7
O=C(Nc1nnc([C@@H]2O[C@H](CO)[C@@H](O)[C@H]2O)s1)Nc1ccccc1C(F)(F)F	-2.7
COc1ccc(-c2csc(C(C)(O)c3ccccc3)n2)cn1 (stereo not drawn)	26.3
COc1ccc(-n2c(SCC(=O)N/N=C(/C)c3cccc(O)c3)nc3ccccc3c2=O)cc1	-2.3
CC1(C(=O)O)CCCN(C(=O)c2cccnc2Oc2ccccc2)C1 (stereo not drawn)	-0.9
CC(=O)C1=C(O)C(=Cc2ccccc2)OC1=O	6.1
CC(=O)c1cccc(-c2ccc3c(c2)C(C)(Cc2ccc(S(C)(=O)=O)cc2)C(=O)N3)c1 (stereo not drawn)	2.7
CC(C)CC(=O)N1CCC(C(=O)NCC2COc3ccccc3O2)CC1 (stereo not drawn)	-4.2
CC(=O)c1nn(-c2ccccc2)c(=Nc2ccccc2)cc1C	47.0
O=[N+]([O-])c1cc(Br)c2c(c1)CCN2	2.1
O=C(CSc1nnc(CNC(=O)c2c(F)cccc2F)o1)NCc1ccc2c(c1)OCO2	-3.2
Cc1ccc(NC(=O)C2(C)CCN2C(=O)Cc2ccccc2)cc1C (stereo not drawn)	-2.9
Cn1nc(C2CC2)cc1NC(=O)C1(C)CCN1C(=O)CC(c1ccccc1)c1ccccc1 (stereo not drawn)	1.1
CSc1ccccc1CNC(=O)C1(C)CCCN1CC(C)C (stereo not drawn)	-0.1

Arranged by the number under NSD2 HMT inh (lowest first): some entries from above.
SMILES	NSD2 HMT inh
O=C(NCC1COc2ccccc2O1)c1ccc(NC(=O)c2cccc(F)c2F)cc1 (stereo not drawn)	-5.0
O=C(Nc1nnc([C@@H]2O[C@H](CO)[C@@H](O)[C@H]2O)s1)Nc1ccccc1C(F)(F)F	-2.7
Nc1cc(=O)n(Cc2ccccc2)c(N)c1C(=O)NCc1ccccc1	0.3
Cn1nc(C2CC2)cc1NC(=O)C1(C)CCN1C(=O)CC(c1ccccc1)c1ccccc1 (stereo not drawn)	1.1

Given as labelled records: part of the list above
COC(=O)c1ccc(CNC(=O)COC(=O)CNS(=O)(=O)c2ccc(C)cc2)cc1
  NSD2 HMT inh = -0.7
O=C(O)CC(C(=O)O)C(=Cc1ccccc1)c1ccccc1 (stereo not drawn)
  NSD2 HMT inh = -0.2
O=C(Nc1ccc(F)cc1F)C1CCN(c2nnc(-n3cccc3)s2)CC1
  NSD2 HMT inh = -1.7
CCN(CC)CCNC(=O)c1ccc(NC(=O)c2ccc(-n3cncn3)c([N+](=O)[O-])c2)cc1
  NSD2 HMT inh = 26.2

Carrying on.
SMILES	NSD2 HMT inh
O=C(O)c1ccc(Cl)c(NC(=O)C2CCN(S(=O)(=O)c3cccs3)CC2)c1	3.2
Cc1ccc(C)c(NC(=O)c2ccc3c(c2)CCN3S(C)(=O)=O)c1	-1.2
COc1cc(CC(=O)C(=O)O)oc(=O)c1	3.4
COC(=O)[C@@H]1[C@H](O[Si](C)(C)C(C)(C)C)[C@H]2O[C@H]2C[C@H]1S(=O)(=O)c1ccccc1	-2.9
COc1ccc(NC(=O)Cn2nnc(-c3ccccc3)c2COc2ccc3ccccc3c2)cn1	-0.2
COc1ccc(C2=NN(CCC(=O)NC3CCCCC3C)C(=O)CC2)cc1 (stereo not drawn)	-1.5
O=C(Nc1cccnc1)C1Cc2c(-c3cccc(F)c3)ccnc2O1 (stereo not drawn)	1.8
COc1ccc(NC(=O)C2(C)Cc3c(-c4cccc(C(N)=O)c4)ccnc3O2)cc1 (stereo not drawn)	5.1
COc1ccc(-c2cnc3c(NC=O)cc(-c4ccc(F)cc4)cn23)cc1OC	-1.0
CC1(C(=O)NS(=O)(=O)c2cccs2)CCN1C(=O)c1ccco1 (stereo not drawn)	0.7
CC(C)Nc1ncnc2c1ncn2[C@H]1CN(Cc2ccc(Cl)cc2)C[C@@H](CO)O1	1.9
COc1ccc(C(=O)N/C(=C\c2cn(S(=O)(=O)N(C)C)c3ccccc23)C(=O)N2CCN(C)CC2)cc1OC	5.7
CC1(C(=O)O)CCCN1C(=O)c1ccco1 (stereo not drawn)	-0.9
COc1ccc(OC)c(S(=O)(=O)N2CCC(C(=O)N3CCN(C4CCCCC4)CC3)CC2)c1	-2.6
CC(=O)Nc1cc(-c2cccc(CO)c2)cn2c(-c3cccc(C(F)(F)F)c3)cnc12	3.6
CCOC(=O)C1(C)CCCCCN1C(=O)c1ccc(C(=O)OC)cc1 (stereo not drawn)	3.3
COC(=O)c1cc2c(c3c4cc(OC)ccc4n(S(=O)(=O)c4ccc(OC)cc4)c13)C(=O)N(Cc1ccccc1OC)C2	-2.4
Cc1ccccc1-c1csc(C(O)c2ccc(F)cc2)n1 (stereo not drawn)	-2.2
CC1(Cc2cccc(C#N)c2)C(=O)Nc2ccc(-c3cccc(C(F)(F)F)c3)cc21 (stereo not drawn)	0.0
Cc1cc(C)n(-c2ccc(C(=O)N3CCN(S(=O)(=O)c4ccc(OC(F)(F)F)cc4)CC3)cc2)n1	6.0
N#CC(c1cccc([N+](=O)[O-])c1)C(CC(=O)c1ccccc1)c1ccccc1 (stereo not drawn)	0.9
Cc1cc(Nc2ccc(F)cc2)c2ccccc2n1	-2.6
CC(C)C(=O)Nc1cccc(S(=O)(=O)NC2=NCCC2)c1	0.5
CCN(CC(=O)Nc1ccccc1C(F)(F)F)CC(=O)c1[nH]c(C)c(C(C)=O)c1C	-2.9
O=C(NCc1ccccc1Cl)C1CCCN(c2nc3ccccc3o2)C1 (stereo not drawn)	11.1
More results follow.
SMILES	NSD2 HMT inh
O=C(NC1CC1)c1cccc(NC(=O)C2CCN(S(=O)(=O)c3ccccc3C(F)(F)F)CC2)c1	3.9
CC1(C)CC(=O)C=C(Nc2ccc(O)cc2)C1	-0.2
CCC1(CC)NC(=O)N(CC(=O)OC(C)C(=O)Nc2ccc(S(N)(=O)=O)cc2)C1=O (stereo not drawn)	-2.6
Clc1ccc(-c2cccc3nccn23)c(Cl)c1	-3.0
COc1ccc(-c2ccc(C(=O)NCc3ccccc3)c3occc23)c(C)c1	-1.4
COc1ccc(-n2c(SCC(=O)N(CC(C)C)CC(C)C)nnc2-c2ccncc2)cc1	-6.1
COc1ccc(OC)c(S(=O)(=O)Nc2ccc3c(c2)OCCO3)c1	3.4
Cc1ccc(S(=O)(=O)NC(=O)C2(C)CCN2C(=O)Cc2cccs2)cc1 (stereo not drawn)	-2.1
COc1ccc2ccc(OC)c(/C=N/NC(=O)c3cc4ccccc4o3)c2c1	3.5
COC(=O)[C@]12C[C@H](CC(=O)NCCC(C)C)C(=O)N(CCc3ccc(OC)c(OC)c3)C1=C[C@H](C(C)(C)C)O[C@@H]2C	0.7
COc1ccc2[nH]cc(C(=O)CN3CCN(C/C=C/c4ccccc4)CC3)c2c1	7.5
Cc1ccc(S(=O)(=O)N2CCOCC2)cc1NC(=O)CN(C)CC(=O)Nc1cccc(F)c1	-0.9
CC(C)(C)c1ccc(C(=O)N2CCC2(C)C(=O)Nc2cccc(C#N)c2)cc1 (stereo not drawn)	-3.9
CCOC(=O)N1CCN(C(=O)C2CCC(=O)N(Cc3ccccc3OC)C2)CC1 (stereo not drawn)	-1.8
COc1ccc(-c2cnc3c(NC=O)cc(-c4cc(OC)c(OC)c(OC)c4)cn23)cc1OC	5.8
CCCNC(=O)C1(C)CCCN(Cc2ccc(-c3ccccn3)cc2)C1 (stereo not drawn)	0.3
CC1(C(=O)NS(=O)(=O)c2ccccc2Cl)CCN1C(=O)C1(c2ccc(Cl)cc2)CC1 (stereo not drawn)	-7.1
CSCCC(NC(=O)OCc1ccccc1)NC(=O)OCc1ccccc1	1.0
CNc1cncc(-c2cc(C)c(O)c(C)c2)n1	4.1
CC(C)N1CC(C(=O)Nc2ccc(Cl)cc2Cl)CC1=O (stereo not drawn)	-0.4
Cc1cc(=O)[nH]c(SCC(=O)c2ccc(Cl)cc2)n1	-1.6
c1ccc(COc2ccc(-c3cc4nc(NCc5ccc6c(c5)OCO6)ccn4n3)cc2)cc1	3.3
COCCNC(=O)C1(C)CCCN(C(=O)c2ccc(C(=O)OC)cc2)C1 (stereo not drawn)	-2.0
CC(C)CCOc1ccc(C(=O)Nc2cc(S(=O)(=O)N3CCOCC3)ccc2N2CCOCC2)cc1	-3.8
COc1ccc(C(C)(NC(C)=O)c2nc(/C=C/c3ccccc3)cs2)cc1 (stereo not drawn)	4.3
More structures.
SMILES	NSD2 HMT inh
O=C(Nc1cc(C(F)(F)F)ccc1N1CCCCC1)C1=COCCO1	-2.7
COC(=O)N1CCCCC1c1cc(C(=O)Nc2ccc(OC)cc2C)no1 (stereo not drawn)	-0.8
CN(Cc1ccccc1)C(=O)c1csc([C@@H]2O[C@H](CO)[C@H](O)[C@H](O)[C@H]2O)n1	-1.1
COc1ccc(-c2ccc(C(=O)NC(C)C)c3occc23)c(C)c1	-1.7
COc1ccc(CCN2CC(=O)NC(=O)C2)cc1OC	-0.6
COc1ccc(CNS(=O)(=O)c2cc3c(cc2Br)CC(C)N3C(C)=O)cc1 (stereo not drawn)	-3.1
CC12CCCC(=O)C1CCC(=Cc1ccco1)C2=O (stereo not drawn)	4.6
CCC1CCCCN1C(=O)n1ncc(C(O)(c2ccccc2)c2ccccc2)n1 (stereo not drawn)	-1.1
CCc1nc2ccc(C(=O)N3CCN(S(=O)(=O)CC)CC3)cn2c1N(CC)C(=O)NCCc1ccccc1	-1.3
CC(C)CN1C(=O)CN(S(C)(=O)=O)CC1(C)C(=O)Nc1ccc2c(c1)OCCO2 (stereo not drawn)	1.8
Cc1cc(NC(=O)c2ccc(NS(=O)(=O)c3ccc(C)c(C)c3)cc2)no1	-0.8
CCc1ccc(CN(C)Cc2c(C(=O)N3CCOCC3)nc3c(C)cccn23)nc1	3.0
Cc1nc2c(OCc3ccc(F)cc3)cccn2c1N(C)C(=O)CCC1CCCC1	-5.1
Cc1ccc(NC(=O)Nc2nnc([C@H]3C[C@H](O)[C@@H](CO)O3)s2)cc1	-1.8
COc1ccc(CNC(=O)C2Cc3c(-c4ccc5c(c4)OCO5)ccnc3O2)cc1OC (stereo not drawn)	-2.6
O=C(CSc1nnc(-c2ccccc2)n1Cc1ccco1)Nc1ccccc1-c1ccccc1	6.7
